Giardia FBPA inh: qHTS Assay for Inhibitors of Fructose-1,6-bisphosphate Aldolase from Giardia Lamblia. A8B2U2. purified Giardia FBPA. Potency, µM (top dose mostly 59.6 µM), for the others: at the highest dose activity, negative = inhibition, hits mostly inhibitors. actives 0.71% (n = 290,000). AID 2451, 2010; also: potency is read from the fitted curve at half-maximal effect; % is scaled to controls: 0 for no effect and ±100 for the full control effect; nearly all actives have a fitted effect of over 55% in size
Target sequence (A8B2U2 whole entry, looked up): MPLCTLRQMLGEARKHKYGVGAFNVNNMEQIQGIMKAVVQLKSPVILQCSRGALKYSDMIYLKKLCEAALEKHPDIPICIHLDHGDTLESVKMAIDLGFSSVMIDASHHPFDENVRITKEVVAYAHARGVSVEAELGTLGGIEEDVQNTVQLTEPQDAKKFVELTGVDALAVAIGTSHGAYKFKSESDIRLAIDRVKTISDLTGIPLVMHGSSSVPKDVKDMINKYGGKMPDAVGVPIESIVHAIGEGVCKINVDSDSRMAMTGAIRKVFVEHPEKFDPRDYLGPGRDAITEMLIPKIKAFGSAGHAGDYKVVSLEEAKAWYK
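Giardia FBPA (40 nM reagent) was preincubated 10 min at RT with compound (up to 57.5 uM final), then substrate plus GAPDH/TPI/NAD/arsenate coupling system with diaphorase/resazurin was added; resorufin fluorescence (525/598 nm) was read after 20 min.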
AMA1 RON2 block: qHTS for Inhibitors of AMA1-RON; Towards Development of Antimalarial Drug Lead: Primary Screen. Plasmodium falciparum AMA1 (3D7) - RON2 peptide interaction. AlphaScreen AMA1-biotinylated RON2 peptide binding. Potency, µM (doses to about 58.2 µM), for the others: at the highest dose activity change, negative = inhibition, hits mostly inhibitors. actives 0.2% (n = 360,000);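 also: potency is read from the fitted curve at half-maximal effect; 0% = vehicle wells and -100% = peptide control; nearly all actives have a fitted effect of over 45% in size; some results filed as inactive show a strong effect at the top dose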
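AMA1 (3D7) with his tag at 25 nM final met compounds first, then biotinylated RON2 peptide at 25 nM; detection used donor plus acceptor beads, 10 µg/mL apiece, read by AlphaScreen after 30 min at room temperature.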
CHX counter: Cycloheximide Counterscreen for Small Molecule Inhibitors of Shiga Toxin; cell reporter, cycloheximide protein synthesis inhibition counterscreen; max response, %; actives 12% (n = 300,000); AID 2314, 2010; in the data active = max response mostly above about 13%, no sharp cut-off; inactive = mostly below about 14%; also: read at 38.3 µM for the half of the compounds with a filed dose; 0% is about no effect
AmpC inh no detg: qHTS Inhibitors of AmpC Beta-Lactamase (assay without detergent); actives 0.52% (n = 330,000); AmpC nitrocefin hydrolysis, absorbance 480 nm, 0.0001% Triton; P00811; Potency, µM (doses to about 57.1 µM), for inactives: at the top dose activity change, negative = inhibition, hits mostly inhibitors;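 also: potency is read from the fitted curve at half-maximal effect; plate controls were no compound for no effect and no enzyme for full effect; nearly all actives have a fitted effect of over 20% in size; some results filed as inactive show a strong effect at the top dose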
Target sequence (P00811 whole entry, looked up): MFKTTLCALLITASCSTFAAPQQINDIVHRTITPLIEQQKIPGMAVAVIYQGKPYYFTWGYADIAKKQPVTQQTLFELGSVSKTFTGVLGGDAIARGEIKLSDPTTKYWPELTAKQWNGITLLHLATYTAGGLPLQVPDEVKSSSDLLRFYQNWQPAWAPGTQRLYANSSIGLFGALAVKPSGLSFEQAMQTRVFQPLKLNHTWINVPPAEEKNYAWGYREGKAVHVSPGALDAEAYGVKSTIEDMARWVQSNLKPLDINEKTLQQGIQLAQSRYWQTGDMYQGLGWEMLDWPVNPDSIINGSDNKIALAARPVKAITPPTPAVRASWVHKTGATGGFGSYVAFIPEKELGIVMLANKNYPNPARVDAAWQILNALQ
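AmpC (5.3 nM in the dispensed reagent) in 20 mM phosphate pH 7.0 with 0.01% (detergent screen) or 0.0001% Triton X-100 was preincubated with compounds for 15 min at room temperature. Nitrocefin was then added from an 800 uM solution, and hydrolysis was followed at 480 nm.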
Shiga toxin inh: A qHTS for Small Molecule Inhibitors of Shiga Toxin; Vero cells, Shiga toxin protein synthesis inhibition reporter; actives 9.2% (n = 290,000); inhibition, % at 38.7 µM; AID 2315, 2010; in the data active = inhibition mostly above about 28%, no sharp cut-off; inactive = mostly below about 43%; also: 0% is about no effect
AmpC detergent: qHTS Inhibitors of AmpC Beta-Lactamase (assay with detergent); AID 485294, 2010; P00811; AmpC hydrolysis of nitrocefin, absorbance 480 nm, 0.01% Triton; Potency, µM (top dose mostly 114 µM), for the others: at the top dose activity change, negative = inhibition, actives largely listed as inhibitors; actives 0.041% (n = 370,000);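 also: potency is read from the fitted curve at half-maximal effect; 0% = no-compound wells and -100% = no-enzyme wells; nearly all actives have a fitted effect of over 25% in size; some results filed as inactive show a strong effect at the top dose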
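AmpC (5.3 nM in the dispensed reagent) in 20 mM phosphate pH 7.0 with 0.01% (detergent screen) or 0.0001% Triton X-100 was preincubated with compounds for 15 min at room temperature. Nitrocefin was then added from an 800 uM solution, and hydrolysis was followed at 480 nm.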
HCMV inh: qHTS Assay for inhibitors of the human cytomegalovirus (HCMV) | activity change, negative = inhibition, % at 57.5 µM | HFF cells, HCMV-luciferase reporter, 72 h; stronger effect = lower value | actives 4.5% (n = 410,000); in the data active = activity change below about -60%; inconclusive = no clear call, values can overlap the other calls; inactive = above about -39%; also: % is scaled to controls: 0 for no effect and ±100 for the full control effect
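Two-dose cell screen: HFF monolayers treated with compounds and infected with luciferase-expressing HCMV at 1 PFU/cell, 72 h at 37C, then lysed for luciferase measurement.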
* = called active by the depositor; ? = inconclusive; nt = no result given; & = joins results of further samples; [ ] = remark or other dose. Unless noted, calls follow the shape of the dose curve; as a rule, active = well fitted curve in the direction sought with a large enough effect; inconclusive = small, poorly fitted or top-dose-only effect, or another doubt; inactive = no such curve, though single readings can be large; an effect the other way counts as inactive or inconclusive.

SMILES	Giardia FBPA inh	AMA1 RON2 block	CHX counter	AmpC inh no detg	Shiga toxin inh	AmpC detergent	HCMV inh
Cn1c(=O)[nH]c(=O)c2[nH]c(NCCCN3CCOCC3)nc21	-7%	?	-2	-1%	-8	?	-5
CCOC(=O)c1cc(NC(=O)c2ccccc2)c(=O)oc1-c1ccccc1	0%	28%	1	-20%	-12	-11%	-13
CCOc1ccc(NC(=O)N(C2CCCCCC2)C2CCN(C(C)=O)CC2)cc1	-14%	-3%	7	-14%	16	1%	-8
O=C(NC(C(=O)c1ccccc1)N1CCOCC1)c1ccccc1 (stereo not drawn)	10%	20%	16*	-20%	31	0%	97
O=C(CC1(O)C(=O)Nc2ccccc21)c1ccccc1O (stereo not drawn)	-7%	1%	-3	-20%	-10	?	60
O=C(c1ccc(NS(=O)(=O)c2ccccc2)cc1)N1CCCCCC1	nt	-7%	13	-24%	23	1%	-39
Cc1nn(CC(=O)N2CCc3ccccc3C2)c(C)c1[N+](=O)[O-]	-3%	0%	9	-20%	-9	3%	46
CCCCN1C(=O)C(=O)N(CC(=O)Nc2ccc(C(N)=O)cc2)C1=O	nt	-2%	nt	-13%	nt	-11%	12
O=C(Nc1cc(Cl)ccc1O)c1snnc1-c1ccccc1	1%	-7%	-2	-36%	-8	-11%	-100*
CCO[C@@H]1OC(C(=O)N2CCOCC2)=C[C@H](C)[C@H]1CCCO	4%	-2%	-2	-1%	-7	-5%	-7
Nc1nc(N)nc(-c2cc([N+](=O)[O-])ccc2O)n1	nt	68%[activator]	nt	-13%	nt	-1%	11
CC(Sc1ccccc1)C(=O)Nc1cccc(N(C)S(C)(=O)=O)c1 (stereo not drawn)	1%	-2%	13	nt	2	3%	31

As entered above:
CHX counter with O=C(NC(C(=O)c1ccccc1)N1CCOCC1)c1ccccc1 (stereo not drawn) : 16*
AMA1 RON2 block with O=C(c1ccc(NS(=O)(=O)c2ccccc2)cc1)N1CCCCCC1 : -7%
Shiga toxin inh with O=C(CC1(O)C(=O)Nc2ccccc21)c1ccccc1O (stereo not drawn) : -10

(more compounds)
SMILES	Giardia FBPA inh	AMA1 RON2 block	CHX counter	AmpC inh no detg	Shiga toxin inh	AmpC detergent	HCMV inh
CC(C)Sc1nnc([C@H](Cc2ccccc2)NC(=O)OC(C)(C)C)o1	-23%	-5%	-2	3%	3	2%	3
Cc1nc(Sc2nnnn2C)c2c3c(sc2n1)CCC3	5%	3%	-1	-14%	-18	?	-103*
Cc1cc(=O)oc2cc(OC(C)C(=O)Nc3nccs3)ccc12 (stereo not drawn)	0%	-7%	-2	-43%	-9	-10%	34
O=C(Nc1ccccc1)C1=C[C@H](c2ccc(Br)cc2)C[C@H](OCc2ccc(CO)cc2)O1	-11%	-7%	41*	-17%	69*	9%	-8
O=C(Cn1cc(C(F)(F)F)cc(Cl)c1=O)Nc1cccc(Cl)c1	0%	-1%	4	-18%	14	-13%	-15
Cc1oc(-c2ccccc2Cl)cc1-c1nn2c(-c3ccco3)nnc2s1	4%	nt	-3	-30%	31	-18%	nt
COCCn1c(C)cc(C(=O)COC(=O)c2[nH]c(C)c(C(C)=O)c2C)c1C	nt	-3%[11.6 µM]	nt	80%[activator]	nt	2%	0
COc1ccc(S(=O)(=O)Nc2ncccc2C)c2ccccc12	-6%	-5%	-1	-20%	nt	1%	8
CCOc1ccc(N2C(=O)CC(n3ccc(C)n3)C2=O)cc1 (stereo not drawn)	1%	4%	-3	-10%	-2	-4%	26
O=C(CSc1n[nH]c(=O)[nH]c1=O)NC1CC1	1%	-1%	-2	-1%	-16	6%	-18
O=C(CN1C(=O)NC2(CCCCC2)C1=O)NCc1ccc2c(c1)OCO2	0%	-5%	-6	-15%	14	-9%	-19
COc1cc(C(=O)N2CCN(C/C=C/c3ccccc3)CC2)cc(OC)c1C	1%	-15%	-2	214%[activator]	-15	-2%	7
Cc1cccc(OCc2nnc(N)s2)c1	-3%	29%	12	-14%	25	?	9
COc1cc(C(=O)NCc2cccc3ccccc23)ccc1OCc1ccccc1	1%	-13%	8	-1%	-2	-10%	-19
Cc1cc(C)nc(NS(=O)(=O)c2ccc(NS(=O)(=O)c3ccsc3)cc2)n1	10%	-5%	-2	-9%	-5	5%	3
CCOC(=O)C1=NN(C(=O)COc2ccccc2)C(O)(c2ccc(Br)cc2)C1 (stereo not drawn)	-1%	77%[activator]	5	-24%	-14	-6%	-23
Cc1cc(C)nc(N2CCC(C(=O)N3CCN(c4cc(Cl)ccc4C)CC3)CC2)n1	-1%	-7%	-5	109%[activator]	-12	-11%	53
COc1ccccc1NC(=O)NC1(C)CCS(=O)(=O)C1 (stereo not drawn)	8%	7%	-2	-1%	16	-4%	-12
CCCn1c(NC(=O)C2CCN(C(=O)c3ccc(F)cc3)CC2)nc2ccccc21	nt	34%[activator]	3	57%	-22	2%	-3
CN(C(=O)COC(=O)CSc1ccc(C(N)=O)cc1[N+](=O)[O-])C1CCCCC1	nt	11%	nt	-8%	nt	-13%	-7
C[n+]1cc(C(=O)N2CCCCC2)ccc1/C=C/c1c[nH]c2ccccc12	-29%	-3%	9	-29%	7	-4%	37
Cc1ccc(N2C(=O)CC3(CCCC3)CC2=O)cc1	2%	5%	17*	-7%	10	2%	-10
O=C(Nc1nc2c(ccc3ccccc32)s1)c1cc([N+](=O)[O-])ccc1N1CCOCC1	-21%	nt	45*	-4%	73*	3%	nt
c1ccc(Oc2cnc3ccccc3n2)cc1	-2%	-10%	21	-14%	35	3%	-28
CN(CC(=O)Nc1ccccc1C(F)(F)F)C(=O)c1ccc(N2C(=O)CCC2=O)cc1	nt	5%	nt	-5%	nt	?	30
COc1ccc(-c2nc(C#N)c(N3CCCCCC3)o2)cc1	-2%	-5%	17	7.1µM*	31	9%	-28
CS/C(N)=N/C(=S)Nc1cccc(Cl)c1	?	87%[activator]	36*	-41%	94*	-7%	17
O=C(CCc1ccccc1)NCc1ccccn1	-2%	42%[activator]	1	-2%	-10	?	27
COC(CNC(=O)C1CCN(S(=O)(=O)c2cccc3nsnc23)CC1)OC	nt	0%	-2	-3%	-3	-6%	-21
O=C1c2ccccc2C(=O)N1CCCP(=O)(O)CCc1ccccc1	-5%	0%	-2	-9%	19	?	6
Cc1ccc(/C=C2\SC(=S)N(CC(=O)Nc3cccnc3)C2=O)cc1	1%	8%	11	-14%	-4	?	29
CCN(CC)CCCNCC(=O)Nc1cc(C)on1	?	-19%	-1	-3%	-7	-5%	-7
CCc1ccc(CN2CCN(C(=O)Cc3ccccc3)CC2)cc1	?	-26%	4	120%[activator]	-1	0%	-12
COc1ccccc1CC(=O)Nc1ccc(NC(=O)c2cccs2)cc1	-1%	0%	-3	-6%	-5	1%	-31
O=[N+]([O-])c1ccc2nc(-c3ccccc3)[nH]c2c1	-19%	-5%	42*	-18%	25	-9%	79
N#C/C(=C/c1cn[nH]c1-c1ccc(Br)cc1)C(=O)O	9%	2%	7	-32%	-7	?	-23
COc1ccccc1-n1c(CNC(=O)c2ccco2)nnc1SCC(=O)Nc1cc(C)ccc1C	2%	0%	1	-4%	-4	-4%	15
C[C@@H](C(=O)Nc1ccc2ccccc2c1)[C@@H]1C[C@@]1(C)[C@@H](NC(=O)c1ccccc1)c1ccccc1	-3%&1%	4%	7	-24%	10	-3%	15
S=C(c1cn(CCOc2cccc3ccccc23)c2ccccc12)N1CCCC1	2%	4%	-4	-25%	-9	?	-77*
CCOC(=O)c1ccc(S(=O)(=O)Nc2cc(C(=O)O)ccc2Cl)cc1	-18%	0%	5	-27%	23	-3%	-4
O=[N+]([O-])c1ccc(O)c(-c2cc(C(F)(F)F)nc(-c3ccccc3)n2)c1	-6%	-2%	-2	-18%	27	1%	-101*
O=C(c1ccccc1)N1CCC(c2nc3c(nnn3Cc3ccccc3Cl)c(=O)[nH]2)CC1	-3%	2%	1	62%[activator]	2	-3%	16
COc1ccc(-c2cc(C(=O)N3CCN(Cc4ccc5c(c4)OCO5)CC3)on2)cc1OC	nt	-14%	-10	178%[activator]	-6	-4%	-38
Cn1c(O)c(N=NC(=O)CNC(=O)c2ccccc2)c2ccccc21	nt	-12%	-7	-12%	-10	-1%	-21
COc1ccc(S(=O)(=O)N2CCOCC2)cc1NC(=O)CCOc1ccc(C(C)(C)C)cc1	nt	2%	nt	45%	nt	?	25
CCCCC(=O)Nc1c(-c2cccc(OC)c2)c(=O)c2ccccc2n1C	-4%	0%	10	-11%	-7	2%	2
CCOC(=O)c1cnc(-n2nc(C)cc2C)nc1Nc1cccc(C(=O)O)c1	11%	22%	5	-25%	61	-16%	-30
Cc1ccc(Cn2nnc3c(=O)n(Cc4cccc(C)c4)cnc32)cc1	-2%	-4%	9	-6%	-3	-2%	2
Cc1ccc(C)c(NC(NC(=O)c2cccnc2)C(Cl)(Cl)Cl)c1 (stereo not drawn)	-1%	-8%	11	4%	-2	-5%	14
O=C(Nc1ccnc(-c2cccnc2)n1)c1ccccc1Cl	0%	-2%	1	-12%	-8	?	-38
CCOc1ccccc1NS(=O)(=O)c1cccc2nsnc12	?	-10%	-4	-17%	-6	?	-23
O=C(Nc1ccccc1)N1CCC(C(=O)N2CCN(S(=O)(=O)c3cccc(F)c3)CC2)CC1	8%	21%	-2	20%	18	?	-26
CCc1ccc(C(=O)NNC(=O)CCN2CCN(Cc3ccccc3)CC2)cc1	-3%	4%	9	-19%	11	3%	-18
O=C1CCCC2=C1C(c1ccncc1)Nc1ccccc1N2 (stereo not drawn)	-2%	5%	1	-9%	-2	?	-8
Cc1cccc(C)c1NC(=O)CN(C)C(=O)CSCc1c(C)noc1C	nt	35%[activator]	nt	-19%	nt	?	4
COc1cccc(/C=N\NC(C)=O)c1OC/C=C/c1ccccc1	3%	39%[activator]	-3	-22%	-6	3%	-8
CSCC(=O)N1CCCC(CO)(CCCc2ccccc2)C1 (stereo not drawn)	1%	-6%	8	35%	19	-8%	7
COCC(C)NC(=O)c1cc2c(ccc3ccccc32)oc1=O (stereo not drawn)	0%	11%	24*	75%[activator]	22*	?	-6

Full records, quoted from the list:
Entry for O=C1CCCC2=C1C(c1ccncc1)Nc1ccccc1N2 (stereo not drawn) : Giardia FBPA inh: -2%; AMA1 RON2 block: 5%; CHX counter: 1; AmpC inh no detg: -9%; Shiga toxin inh: -2; AmpC detergent: ?; HCMV inh: -8
Entry for COc1cccc(/C=N\NC(C)=O)c1OC/C=C/c1ccccc1 : Giardia FBPA inh: 3%; AMA1 RON2 block: 39%[activator]; CHX counter: -3; AmpC inh no detg: -22%; Shiga toxin inh: -6; AmpC detergent: 3%; HCMV inh: -8

Compound activity deposited in PubChem BioAssay by National Center for Advancing Translational Sciences (NCATS).

The order is random; about 16% have a hit in one of these screens.
